# High-throughput results: PubChem, National Center for Advancing Translational Sciences (NCATS)
# Lipid storage S3: qHTS Assay for Lipid Storage Modulators in Drosophila S3 Cells; Drosophila S3 cells, BODIPY lipid droplet fluorescence, 18-24 h; cells fed with added oleic acid; Potency in µM for hits, for the others lipid storage change, negative = inhibition, % at the top dose, mostly 46.1 µM; hit rate 0.64% among 320,000; AID 2685, 2010; active = well fitted inhibition curve with a large enough effect in the signal ratio, with a control signal flat, not every such curve was filed as active; inconclusive = small, poorly fitted or top-dose-only effect, or effect the other way, or a change in a side signal; the % refers to the signal ratio
#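 Drosophila S3 cells got compounds at several concentrations plus oleic acid (400 uM solution). Laser-scanning cytometry with 488 nm excitation read lipid droplets at 500-530 nm and cells at 575-640 nm. Percent activity was relative to 20 uM Triacsin C.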
# Lipid storage S3 cell count max: second read-out of Lipid storage S3, no call of its own (marks repeat the call); cell number change, %; measured here: cell count max response;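 cells counted by Cell Tracker Red CMTPX staining in the red channel; peak over a dose series mostly up to 46.1 µM; percent activity relative to internal control wells on each plate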
# An asterisk follows results filed as active; i = inactive; ? = inconclusive; / = not tested or not shown. % is scaled to controls: 0 for no effect and ±100 for the full control effect; potency is read from the fitted curve at half-maximal effect.
# Below each SMILES: Lipid storage S3	Lipid storage S3 cell count max
> CCCCN1C(=O)C(=O)N(CC(=O)N2N=C3/C(=C/c4ccco4)CCCC3C2c2ccco2)C1=O (centres undefined)
 : ?	/
> CCOc1ccccc1C(=O)Nc1nnc(Cc2ccc(OC)c(OC)c2)s1
 : -10%	-24
> Cc1cc(OCC(O)CN(C)C(=O)C(C)Oc2ccccc2)ccc1Cl (centres undefined)
 : -12%	-1
> Cc1ccc(NC(=O)CCNC(=O)Cn2ccc3ccccc3c2=O)cc1F
 : ?	/
> CC(=O)NC(NC(=S)Nc1ccc(C)cc1C)C(Cl)(Cl)Cl (centres undefined)
 : ?	/
> CCNc1nc(OC)nc(Oc2ccc(C(=O)OC)cc2)n1
 : i	/
> O=C(O)C1CC=CCC1C(=O)Nc1ccc(S(=O)(=O)N2CCCc3ccccc32)cc1 (centres undefined)
 : 23µM*	4.5*
> Cc1cc(C)nc(S/C=C/C(=O)c2ccccc2F)n1
 : ?	/
> COc1ccc(CCNS(=O)(=O)c2ccccc2[N+](=O)[O-])cc1OC
 : 12%	8
> N#Cc1c(NC(=O)CSc2nnnn2C2CCCC2)sc2c1CCCC2
 : ?	/
> Clc1cccc2c1CCN(Cc1nc(-c3cnccn3)no1)C2
 : ?	/
> C=CCN(C(=O)CSc1nc2c(sc3ccccc32)c(=O)n1CCN(CC)CC)c1ccccc1
 : 6%	0
> CN(C)S(=O)(=O)c1ccc2c(c1)nc(CCC(=O)NCCc1ccc(Cl)cc1)n2C
 : ?	/
> O=C(CNC(=O)c1cccc(F)c1)N/N=C/c1cccs1
 : -8%	-1
> O=C(CSc1ccc2nnc(-c3ccccc3)n2n1)NCc1ccco1
 : ?	/
> O=C(Nc1ccccn1)c1cc(-n2cnnc2)ccc1Cl
 : 2%	-4
> CNC(=O)c1ccsc1NC(=O)c1ccc2c(c1)CCCC2
 : ?	/
> Cc1ccc(NC(=O)CN(C)C(=O)COc2cc(F)ccc2[N+](=O)[O-])cc1
 : 3%	6
> CCCNC(=O)N1CCN(S(C)(=O)=O)CC1
 : -27%	8
> O=C(CCN1C(=O)/C(=C\c2cccc(Br)c2)SC1=S)NCCCN1CCOCC1
 : ?	/
> O=C1Nc2ccccc2N2CCCC12 (centres undefined)
 : ?	/
> CC(C)(C)NC(=O)CN(CCc1ccccc1)C(=O)c1csnn1
 : -10%	-5
> Clc1cccc(-c2nn3c(-c4ccncc4)nnc3s2)c1
 : ?	/
> CCCCCCCCCCC(=O)NNC(=O)c1c(O)c2ccccc2n(CC)c1=O
 : ?	/
> CCOC(=O)N1CCN(C(=O)CNC(=O)c2ccc(Cl)cc2)CC1
 : ?	/
> O=C(c1ccccc1)c1nccn1-c1ccc(Cl)nn1
 : ?	/
> Cc1ccccc1NC(=S)N1CCN(C(=O)c2ccco2)CC1
 : -8%	13
> Cc1cc(NC(=O)CSc2nc3c([nH]c4ccccc43)c(=O)n2-c2ccccc2F)no1
 : ?	/
> CC(=O)N1c2ccccc2C(C)(c2ccccc2)CC1(C)C (centres undefined)
 : i	-1
> O=C(COc1ccccc1)Nc1nnc(C23CC4CC(CC(C4)C2)C3)s1
 : 4%	-4
> CCCCOP(=O)(OCCCC)C(Nc1ccc(C(=O)OCC)cc1)c1ccncc1 (centres undefined)
 : ?	/
> CC(C)CNC(=O)c1cccc(NC(=O)CSc2ccc(Cl)cc2)c1
 : 2%	2
> CCCCc1noc2c1/C(=N\O)CC(c1ccccc1)C2 (centres undefined)
 : 6%	/
> N#Cc1nc(Cc2cccc3ccccc23)oc1NCCCN1CCOCC1
 : 16%	16
> O=S(=O)(/N=C(/Nc1ccccc1)c1ccccc1)c1cccs1
 : 7%	2
> O=C(O)C1CCCN1S(=O)(=O)c1cccs1 (centres undefined)
 : ?	/
> COc1cccc(C#Cc2c(C=O)n(C)c3ccccc23)c1
 : i	-20
> CCOC(=O)C(C)Sc1nnc(NC(=O)c2ccc3c(c2)OCO3)s1 (centres undefined)
 : ?	/
> Cc1ccc(NC(=O)c2cccc(OCc3c(C)noc3C)c2)c(C)c1
 : ?	/
> C/C(=N/NC(=O)CNC(=O)c1ccccn1)c1cccc([N+](=O)[O-])c1
 : i	/
> CCc1ccc(C(CC(=O)c2ccc(Cl)cc2)C(=O)O)cc1 (centres undefined)
 : ?	/
> CCCCCCOc1ccc(C(=O)O)cc1C#N
 : 2%	3
> CSc1nc(-c2ccccc2)nc2c1COC(C)(C)C2
 : ?	/
> COc1ccc(-c2noc(CCC(=O)NCC3CCCO3)n2)cc1OC (centres undefined)
 : ?	/
> Cc1cc(OCc2cc(C(=O)NCc3csc(C(C)C)n3)no2)cc(C)c1Cl
 : i	/
> COc1ccc(Nc2cc(C(=O)NCCCOC(C)C)c3ccccc3n2)c(OC)c1
 : -5%	-11
> CC(=O)N1CCCc2ccccc21
 : ?	/
> CC1CN(C(=O)c2cc3cc([N+](=O)[O-])ccc3s2)CC(C)O1 (centres undefined)
 : ?	/
> CNC(=O)c1ccccc1NC(=O)c1cccc(S(=O)(=O)N2CCC(C)CC2)c1
 : ?	/
> CC1CCN(CCNC(=O)C2CCCN(S(=O)(=O)c3cccc4nsnc34)C2)CC1 (centres undefined)
 : ?	/
> Cc1ccc(OCC(=O)NNC(=O)CSc2ncnc3sc(C)c(C)c23)cc1
 : ?	/
> COc1ccc(CCN(C)C(=O)CCNC(=O)c2ccc(Br)cc2)cc1OC
 : -20%	-17
> Cc1ccn2c(=O)nc(SCC(=O)N3N=C(c4cccs4)CC3c3ccc(F)cc3)nc2c1 (centres undefined)
 : ?	/
> CC(=O)N1N=C(c2ccc(C)o2)CC1c1ccc(F)cc1 (centres undefined)
 : 9%	3
> COc1ccccc1OC(C)C(=O)N1CCC(Cc2ccccc2)CC1 (centres undefined)
 : 20%	12
> C=CCN1C(=O)/C(=C\C=C2\N(C)c3ccccc3C2(C)C)SC1=S
 : ?	/
> O=C(Nc1ccc(S(=O)(=O)N2CCOCC2)cc1)C1CCN(S(=O)(=O)c2ccccc2)CC1
 : ?	/
> CCn1c(SCC(=O)OC2CCCCC2)nc2ccccc2c1=O
 : i	-17
> CS(=O)(=O)N1CCN(c2ccc(C(=O)N3CCOCC3)cc2[N+](=O)[O-])CC1
 : 1%	10
> CCn1c(SCC(=O)N2CCc3ccccc32)nnc1-c1ccncc1
 : ?	/

# Next entries follow:
# Below each SMILES: Lipid storage S3	Lipid storage S3 cell count max
> CSc1nc(-c2ccccc2)nc(C(C)C)n1
 : ?	/
> Cc1cc(Oc2ccc(=O)n(C)n2)nc(Oc2ccc(=O)n(C)n2)n1
 : 19%	2
> Cc1ccc(CS(=O)Cc2ccc(C(=O)NCc3cccs3)o2)cc1 (centres undefined)
 : ?	/
> CC(C)c1nnc(SCC(=O)N2CCc3ccccc32)n1C
 : 1%	19
> Cc1ccccc1OCCC(=O)Nc1c(C)n(C)n(-c2ccccc2)c1=O
 : ?	/
> O=C(CCNC(=O)c1ccc([N+](=O)[O-])cc1)NCCc1ccc(Cl)cc1
 : i	4
> O=c1[nH]c2cc3c(cc2cc1CN(CCO)S(=O)(=O)c1ccccc1)OCCO3
 : 10%	-17
> COc1cc(NC(=O)CSc2nc3cc(C)ccc3cc2C)c(C(=O)O)cc1OC
 : ?	/
> CC(C)(C)NC(=O)CN(C(=O)CNC(=O)c1cccs1)c1ccc2c(c1)OCCO2
 : 10%	-2
> CCOC(=O)C1CCCCN1C(=O)CCc1c(C)nc2ncnn2c1C (centres undefined)
 : 13%	-20
> O=C(Nc1c2c(nn1-c1ccc(F)cc1)CS(=O)(=O)C2)c1ccc2c(c1)OCO2
 : ?	/
> CCC(=O)Nc1nc(NCc2ccccc2OC)n(-c2ccccc2)n1
 : i	/
> CC(C)C(C)(C#N)NC(=O)CSc1nnc(-c2ccccc2)o1 (centres undefined)
 : ?	/
> Cc1c(N=C2SCC(=O)N2/N=C/c2ccccc2)c(=O)n(-c2ccccc2)n1C
 : -3%	2
> OC(CN1C2=NCCN2c2ccccc21)c1ccc(Br)cc1 (centres undefined)
 : ?	/
> COc1ccc(-c2cc(C(F)(F)F)nc(N3CCN(c4ccc(F)cc4)CC3)n2)cc1OC
 : ?	/
> CC(C)(C)NC(=O)CCN(/N=C/c1ccc([N+](=O)[O-])o1)C1=NS(=O)(=O)c2ccccc21
 : ?	/
> CCOC(=O)C1CCN(C(=O)c2ccc(NS(=O)(=O)c3ccc(F)cc3C)cc2)CC1
 : ?	/
> COc1ccc(OC)c(C(C(=O)NCc2ccco2)N(C(=O)Cn2nnc3ccccc32)C(C)C)c1 (centres undefined)
 : i	-22
> S=C(NCCN1CCOCC1)Nc1ccccc1Cl
 : ?	/
> CCOc1ccc(N(CC(=O)NCc2ccc3c(c2)OCO3)C(=O)c2csnn2)cc1
 : ?	/
> O=C(Nc1nc2ccccc2s1)C1CC(=O)N(c2ccccc2)C1 (centres undefined)
 : ?	/
> CC(C)CNC(=O)CCCc1ccccc1
 : ?	/
> CNC(=O)c1cccc(NC(=O)c2ccccc2OCc2ccccc2)c1
 : ?	/
> Cc1cccc(C)c1NC(=O)CN(C)C(=O)c1cc([N+](=O)[O-])ccc1N1CCOCC1
 : -12%	18
> Cn1cccc1CC(=O)N/N=C/C=C/c1ccccc1
 : 3%	8
> COc1ccc(S(=O)(=O)N2CCN(C(=O)CN3C(=O)NC(C)(c4ccc5ccccc5c4)C3=O)CC2)cc1 (centres undefined)
 : i	/
> COc1ccc2[nH]c(=O)c(CNc3cccc(C)c3)cc2c1
 : ?	/
> CSCCC(C(=O)O)N1C(=O)c2ccc(C(=O)O)cc2C1=O (centres undefined)
 : -7%	4
> CCOC(=O)c1sc2ncn(/N=C/c3ccccn3)c(=O)c2c1C
 : ?	/

# Looked up by structure from the list above, 6 records:
# Below each SMILES: Lipid storage S3	Lipid storage S3 cell count max
> COc1ccc2[nH]c(=O)c(CNc3cccc(C)c3)cc2c1
 : ?	/
> CCOC(=O)c1sc2ncn(/N=C/c3ccccn3)c(=O)c2c1C
 : ?	/
> COc1ccc(OC)c(C(C(=O)NCc2ccco2)N(C(=O)Cn2nnc3ccccc32)C(C)C)c1 (centres undefined)
 : i	-22
> CC(C)CNC(=O)CCCc1ccccc1
 : ?	/
> CC(C)(C)NC(=O)CN(C(=O)CNC(=O)c1cccs1)c1ccc2c(c1)OCCO2
 : 10%	-2
> COc1ccc(-c2cc(C(F)(F)F)nc(N3CCN(c4ccc(F)cc4)CC3)n2)cc1OC
 : ?	/

# Later entries.
# Below each SMILES: Lipid storage S3	Lipid storage S3 cell count max
> COc1cccc(NC(=O)Cc2cccs2)c1
 : ?	/
> COC(=O)c1ccc(OC)c(NS(=O)(=O)c2ccc(-n3cnnn3)cc2)c1
 : ?	/
> O=C1Nc2ccccc2C1=Nc1ccc(Cl)cc1
 : 7%	5
> COc1ccc(C2(C)NC(=O)N(Cc3cc(Cl)cc4c3OCOC4)C2=O)cc1OC (centres undefined)
 : ?	/
> COc1cc(NC(=O)C/C(C)=N/NC(=O)Cc2ccccc2)c(OC)cc1Cl
 : 1%	9
> COC(=O)C1=COC(C)C2CN3CCc4c([nH]c5ccccc45)C3CC12 (centres undefined)
 : -8%	-17
> NCCNC(=O)Cn1c(=O)c2c3c(sc2n(Cc2ccccc2)c1=O)CCCC3
 : 7%	6
> O=C(CNC(=O)c1ccc(Cl)cc1)NC(CO)c1ccccc1 (centres undefined)
 : -4%	0
> c1ccc(CSCc2cn3ccccc3n2)cc1
 : ?	/
> Cc1ccc(S(=O)(=O)N2CCOCC2)cc1NC(=O)COC(=O)CNC(=O)c1ccc(Oc2ccccc2)cc1
 : ?	/
> CCCCC(=O)N(Cc1ccc(-c2ccccc2-c2nn[nH]n2)cc1)[C@H](C(=O)O)C(C)C
 : ?	/
> Cn1c(SCC(=O)N/N=C/c2cccnc2)nnc1-c1ccccc1
 : ?	/
> CCc1cccc(NC(=O)C2CCCN2S(=O)(=O)c2ccccc2C(F)(F)F)c1 (centres undefined)
 : 9%	10
> CCCNC(=S)NNC(=O)c1cccs1
 : -3%	8
> COc1cc(OC)c2c(-c3ccccc3)cc(=O)oc2c1C(CCN1CCCC1)c1ccc2c(c1)OCO2 (centres undefined)
 : 11%	6
> CN(c1ccccc1)S(=O)(=O)c1cccc(C(=O)Nc2ccc(N3CCOCC3)cc2)c1
 : ?	/
> CNC(=O)CS(=O)CC(=O)Nc1cc(OCCOC)c(Cl)cc1Cl (centres undefined)
 : -1%	-5
> Cc1cc(C)c2[nH]c(=O)c(C(c3nnnn3Cc3ccc4c(c3)OCO4)N3CCCC3)cc2c1 (centres undefined)
 : ?	/
> Clc1ccc(Cn2ccc(C3CC3)n2)cc1
 : ?	/
> COc1ccc(OC)c(NC(=O)C2CC(=O)N(c3ccc(Br)cc3)C2)c1 (centres undefined)
 : i	/
> Cc1ccc(C(=O)NCC(=O)O)o1
 : ?	/
> CCN1C(=O)[C@H]2[C@@H](c3ccc(C)cc3)N3C(=O)N(c4cccc(Cl)c4)C(=O)[C@@]3(Cc3ccc(Cl)cc3)[C@H]2C1=O
 : ?	/
> O=C(CN1Cc2ccccc2C1=O)Nc1ccc2c(c1)OCCO2
 : ?	/
> CC(=O)N[C@@H]1[C@@H](O)[C@@H]2OC(c3ccccc3)OC[C@H]2O[C@@H]1N=[N+]=[N-] (some centres undefined)
 : ?	/
> Cc1cc(C)n2nc(-c3sccc3-n3cccc3)cc2n1
 : i	-15
> NS(=O)(=O)c1ccc(NC(=O)C(Sc2ccccc2)c2ccccc2)cc1 (centres undefined)
 : 6%	-15
> COc1coc(C(O)C[N+](=O)[O-])cc1=O (centres undefined)
 : ?	/

# Not all compounds are listed; count on the stated rates, not on these rows.
